# G6PDH CS = inhibits Leuconostoc G6PDH, flagging false hits in G6PDH-based assays. Purified L. mesenteroides G6PDH, diaphorase/resazurin coupled fluorescence, 45 min. inhibition, % at 5 µM. actives 0.12% (n = 200,000). AID 1020; in the data active = inhibition above about 50%
# Hsp70 activator = transcriptional activators of Hsp70; actives 0.04% (n = 200,000); HeLa Hsp70 promoter luciferase reporter, luminescence; scaled: vehicle 0, proteasome-inhibitor control 100%; activation, % at 10 µM;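 active = activation above the mean across all tested compounds plus 3 SD, cutoff set per campaign, cut at about 5.5% in these data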;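 note: 100% = MG132 at 30 µM as the positive control and 0% = DMSO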
# STAT3 act = STAT3 signaling activation | actives 0.91% (n = 190,000) | U3A cells, IL-6 STAT3-luciferase reporter, luminescence; 100% = signal with IL-6 EC80 alone | activation (% of control), % at 5.6 µM;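 active = activation above the screen-wide mean of compound activation plus 3 SD, cut at about 130% in these data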;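 note: 0% = background luminescence of wells with medium and substrate only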
#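 Material: human STAT1-deficient U3A cells with stable STAT3-luciferase reporter / Probe or stimulus: IL-6 stimulus at 33 ng/mL final / Schedule: 1 h compound pre-exposure, 6 h IL-6 stimulation, 37 °C / Technique: luminescence / Read-out basis: percent of IL-6-only median luminescence / Control set: IL-6-only high control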
# STAT1 act = activators of IFN-gamma induced STAT1 signaling; NIH 3T3 STAT1-luciferase reporter, luminescence; 100% = IFN-gamma alone, no compound; activation (% of control), % at 5.5 µM; actives 2.6% (n = 200,000);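 active = activation above the screen-wide mean activation plus 3 SD, cut at about 130% in these data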;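 note: raw ratio to IFN-gamma control signal so 100% means no change and 0% no light; values of inactives mirror those of a sister screen read the other way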
# Diaphorase act = counter-screen for diaphorase-based assays: diaphorase activators and chemical reducers | activation factor at 20 µM | actives 0.005% (n = 190,000) | Diaphorase/resazurin coupled assay, resorufin fluorescence, 16 min; stronger effect = higher value; 1 = vehicle wells, 0 = NADH-free wells | AID 1229;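 active = diaphorase activity raised at least twofold by the compound at 20 µM; inactive = activation factor below 2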
#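 Material: purified diaphorase enzyme from Clostridium kluyveri / Medium: HEPES pH 7.4 buffer with MgCl2 and Tween 20 / Schedule: enzyme reaction of 16 min at room temperature / Measured by: resorufin fluorescence, excitation 544 nm, emission 590 nm / Evaluation: rise in resorufin formation, marking diaphorase activation or chemical reduction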
# STAT3 blocker = reduces IL-6 driven STAT3 reporter signal; AID 862; U3A cells, IL-6 STAT3-luciferase reporter, luminescence; host cell line lacks STAT1; inhibition, % at 5.5 µM; actives 0.89% (n = 190,000);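 active = inhibition above the mean inhibition across all screened compounds plus 3 SD, cut at about 44% in these data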;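 note: 0% = DMSO only wells and 100% = 100 µM nifuroxazide control wells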
# STAT1 inh = reduces IFN-gamma driven STAT1 reporter signal | NIH 3T3 STAT1-luciferase reporter, luminescence | AID 920 | actives 0.35% (n = 200,000) | inhibition, % at 5.5 µM;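 active = inhibition above a set limit, the mean inhibition across all tested compounds plus 3 SD, cut at about 34% in these data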;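 note: 0% = IFN-gamma with DMSO and 100% = IFN-gamma with 300 µM nifuroxazide; values of inactives mirror those of a sister screen read the other way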
# Diaph inh CS = counter-screen for diaphorase-based assays: diaphorase inhibitors and chemical oxidizers. diaphorase resazurin-to-resorufin fluorescence, NADH, 16 min; bacterial (C. kluyveri) enzyme, not human. inhibition, % at 20 µM. actives 0.69% (n = 190,000);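 active = primary screen inhibition at 20 µM above a set limit, cut at about 50% in these data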;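 note: plate controls were DMSO with full reaction for no effect and wells lacking NADH for full effect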
#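 controls = No-NADH positive control and DMSO neutral control | system = Clostridium kluyveri diaphorase enzyme | timing = reaction incubation of 16 min at room temperature | signal = resorufin fluorescence 544/590 nm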
# TLR4-MyD88 BLA = inhibitors of human TLR4-MyD88 binding | actives 0.18% (n = 200,000) | inhibition, % at 8.4 µM | HeLa CL3-4 TLR4/MyD88 BLA complementation, FRET ratio | O00206+Q99836; in the data active = inhibition above about 25%;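 note: 0% = vehicle and 100% = reference inhibitor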
# Target sequence (O00206 whole entry, looked up): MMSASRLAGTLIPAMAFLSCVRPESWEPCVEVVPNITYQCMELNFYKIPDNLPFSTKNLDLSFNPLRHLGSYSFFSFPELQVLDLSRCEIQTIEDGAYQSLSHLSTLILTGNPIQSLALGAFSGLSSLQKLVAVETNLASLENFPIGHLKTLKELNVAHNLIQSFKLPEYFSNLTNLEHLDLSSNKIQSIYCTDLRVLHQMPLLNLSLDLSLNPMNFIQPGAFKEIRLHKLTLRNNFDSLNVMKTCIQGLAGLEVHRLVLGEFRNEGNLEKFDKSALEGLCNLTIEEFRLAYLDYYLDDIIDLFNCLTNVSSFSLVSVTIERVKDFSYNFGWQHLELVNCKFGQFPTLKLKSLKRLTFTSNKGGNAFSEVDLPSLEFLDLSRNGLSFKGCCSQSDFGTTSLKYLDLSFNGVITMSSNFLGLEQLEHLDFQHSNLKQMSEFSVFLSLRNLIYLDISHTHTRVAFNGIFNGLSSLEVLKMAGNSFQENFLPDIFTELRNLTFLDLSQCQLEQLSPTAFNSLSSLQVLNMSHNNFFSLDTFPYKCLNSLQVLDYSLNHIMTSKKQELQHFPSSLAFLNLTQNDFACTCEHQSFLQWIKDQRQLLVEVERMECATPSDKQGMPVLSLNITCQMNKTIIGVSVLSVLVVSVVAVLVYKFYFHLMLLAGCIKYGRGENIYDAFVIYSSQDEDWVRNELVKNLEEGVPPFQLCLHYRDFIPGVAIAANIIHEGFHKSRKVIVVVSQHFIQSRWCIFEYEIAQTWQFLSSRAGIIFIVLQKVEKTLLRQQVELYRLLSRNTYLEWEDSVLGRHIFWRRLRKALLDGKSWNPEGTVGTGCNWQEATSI
# Target sequence (Q99836 whole entry, looked up): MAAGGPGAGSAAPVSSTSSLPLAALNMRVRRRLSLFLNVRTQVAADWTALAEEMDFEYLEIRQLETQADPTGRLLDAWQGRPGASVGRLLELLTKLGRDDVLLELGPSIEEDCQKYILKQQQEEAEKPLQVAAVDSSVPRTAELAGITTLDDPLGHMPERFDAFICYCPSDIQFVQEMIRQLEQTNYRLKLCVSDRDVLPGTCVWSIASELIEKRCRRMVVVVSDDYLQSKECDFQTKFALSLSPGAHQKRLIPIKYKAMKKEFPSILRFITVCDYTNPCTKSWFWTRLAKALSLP
# APP transl inh = APP translation inhibition | inhibition, % at 2 µM | AID 1285 | SH-SY5Y APP 5'UTR-luciferase reporter, luminescence | actives 0.82% (n = 190,000);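 active = inhibition above a set limit, derived from the sample mean plus 3 SD, cut at about 45% in these data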; note: values of inactives mirror those of a sister screen read the other way
# The depositor's hits bear a star. Compounds were not picked by outcome; overall some 6.1% were active at least once.
SMILES,G6PDH CS,Hsp70 activator,STAT3 act,STAT1 act,Diaphorase act,STAT3 blocker,STAT1 inh,Diaph inh CS,TLR4-MyD88 BLA,APP transl inh
COc1ccc(-c2nn(CC(=O)Nc3ccc(Cl)c(Cl)c3)c(=O)c3ccccc23)cc1,3,-0.1,100,100,0.9,4,0,8,4,4
O=C(NC1CCCCC1)C(=O)c1c(-c2ccccc2)[nH]c2ccccc12,6,0.1,105,98,0.9,-6,2,10,8,-2
CCCN1C(=O)SC(CC(=O)Nc2cccc3ccccc23)C1=O (centres undefined),1,-0.2,126,94,0.8,-29,6,22,8,26
COC(=O)c1cc(NC(=O)CSc2nc(C)cc(=O)[nH]2)cc(C(=O)OC)c1,10,-0.1,100,94,1.1,5,7,-8,0,-17
COc1nc(N2CCOCC2)nc(-n2cccc2)n1,-2,0.1,102,103,0.9,0,-3,7,-6,-5
COC(=O)c1sccc1NC(=S)N1CCN(c2ccccc2F)CC1,2,-0.3,106,94,1,-9,6,5,-10,-12
CC(=O)N1CCc2cc(C(=O)CN3CCCCC3)ccc21,1,-0.1,102,98,0.8,7,2,18,1,0
COc1ccc(C(NC(=O)c2ccc(=O)[nH]c2)C(=O)Nc2ccc(C(C)C)cc2)cc1 (centres undefined),7,-0.2,103,96,0.8,8,3,17,2,14
COCCN1C(=O)C(=O)/C(=C(/O)c2ccc(C)cc2)C1c1ccccn1 (centres undefined),11,0.0,96,96,0.8,10,3,16,-7,13
Cc1ccc(-c2nc(NC(=O)c3nn(C)cc3[N+](=O)[O-])sc2C)cc1,-3,1.0,57,67,0.8,54*,36*,17,19,95*
CC(C)N1CCN(Cc2ccc3nsnc3c2)CC1CCO (centres undefined),9,0.6,101,107,1,3,-9,4,-5,-2
c1ccc(-n2nc3c(ccc4cnnc43)[nH]2)cc1,33,0.1,112,111,0.7,-11,-12,32,-5,-87
CCCNC(=O)N[C@@H](Cc1ccccc1)C(=O)OC,10,-0.1,98,95,0.9,9,6,7,-5,8
CCOc1cc(NC(=O)c2ccco2)c(OCC)cc1NC(=O)Cc1cccc(OC)c1,-57,0.1,96,91,0.6,8,10,43,0,-18
CCCCCCC/C(C)=N/NC(=O)CC(=O)NCCc1ccccc1,7,0.0,107,100,1,-7,0,1,12,-3
COc1ccc(N/N=C(/C#N)S(=O)(=O)C(C)(C)C)cc1,6,-0.1,100,97,1,4,3,3,-6,37
Nc1nc(COc2ccc3ccccc3c2)cs1,2,-0.1,88,138*,1,17,-60,-4,10,-48
O=C(CC1COc2ccccc2O1)Nc1ccccn1 (centres undefined),0,0.0,99,102,1,2,-2,4,-4,-14
CC(=O)Nc1ccc2nc(SCC(=O)Nc3ccc(N4CCOCC4)c(Cl)c3)sc2c1,12,0.2,102,126,0.9,5,-29,14,-8,-35
CCOc1ccc(OCC)c(NC(=O)c2[nH]c(C)c(C(C)=O)c2C)c1,12,-0.3,89,105,0.9,16,-5,7,-6,17
CC(C(=O)O)N1C(=O)CSc2ncccc21 (centres undefined),1,-0.1,101,101,0.9,3,-1,9,-2,6
COc1ccc(OC)c(S(=O)(=O)NC(C)(C)C)c1,1,-0.1,102,104,0.9,-2,-4,7,-3,0
COc1nc(OC)nc(N2CCC(C(=O)Nc3cccc4ccccc34)CC2)n1,-3,-0.2,108,91,0.9,-6,10,14,-8,0
CCCS(=O)(=O)c1c(S(=O)(=O)CCC)c2ccc(C(N)=O)cn2c1C(=O)OC,8,-0.4,94,106,0.8,11,-4,20,-8,1
O=C(c1nn2c(C(F)(F)F)cc(-c3ccco3)nc2c1Br)N1CCCc2ccccc21,-7,-0.2,104,91,0.7,-2,10,34,3,1

# Part of the list above, tab-delimited.
Compound	G6PDH CS	Hsp70 activator	STAT3 act	STAT1 act	Diaphorase act	STAT3 blocker	STAT1 inh	Diaph inh CS	TLR4-MyD88 BLA	APP transl inh
COc1nc(N2CCOCC2)nc(-n2cccc2)n1	-2	0.1	102	103	0.9	0	-3	7	-6	-5
COC(=O)c1sccc1NC(=S)N1CCN(c2ccccc2F)CC1	2	-0.3	106	94	1	-9	6	5	-10	-12
CC(=O)N1CCc2cc(C(=O)CN3CCCCC3)ccc21	1	-0.1	102	98	0.8	7	2	18	1	0
COc1ccc(C(NC(=O)c2ccc(=O)[nH]c2)C(=O)Nc2ccc(C(C)C)cc2)cc1 (centres undefined)	7	-0.2	103	96	0.8	8	3	17	2	14
COCCN1C(=O)C(=O)/C(=C(/O)c2ccc(C)cc2)C1c1ccccn1 (centres undefined)	11	0.0	96	96	0.8	10	3	16	-7	13
Cc1ccc(-c2nc(NC(=O)c3nn(C)cc3[N+](=O)[O-])sc2C)cc1	-3	1.0	57	67	0.8	54*	36*	17	19	95*
CC(C)N1CCN(Cc2ccc3nsnc3c2)CC1CCO (centres undefined)	9	0.6	101	107	1	3	-9	4	-5	-2
c1ccc(-n2nc3c(ccc4cnnc43)[nH]2)cc1	33	0.1	112	111	0.7	-11	-12	32	-5	-87
CCCNC(=O)N[C@@H](Cc1ccccc1)C(=O)OC	10	-0.1	98	95	0.9	9	6	7	-5	8
CCOc1cc(NC(=O)c2ccco2)c(OCC)cc1NC(=O)Cc1cccc(OC)c1	-57	0.1	96	91	0.6	8	10	43	0	-18
CCCCCCC/C(C)=N/NC(=O)CC(=O)NCCc1ccccc1	7	0.0	107	100	1	-7	0	1	12	-3
COc1ccc(N/N=C(/C#N)S(=O)(=O)C(C)(C)C)cc1	6	-0.1	100	97	1	4	3	3	-6	37
Nc1nc(COc2ccc3ccccc3c2)cs1	2	-0.1	88	138*	1	17	-60	-4	10	-48
O=C(CC1COc2ccccc2O1)Nc1ccccn1 (centres undefined)	0	0.0	99	102	1	2	-2	4	-4	-14
CC(=O)Nc1ccc2nc(SCC(=O)Nc3ccc(N4CCOCC4)c(Cl)c3)sc2c1	12	0.2	102	126	0.9	5	-29	14	-8	-35
CCOc1ccc(OCC)c(NC(=O)c2[nH]c(C)c(C(C)=O)c2C)c1	12	-0.3	89	105	0.9	16	-5	7	-6	17

# The results go on.
SMILES,G6PDH CS,Hsp70 activator,STAT3 act,STAT1 act,Diaphorase act,STAT3 blocker,STAT1 inh,Diaph inh CS,TLR4-MyD88 BLA,APP transl inh
CS(=O)(=O)Nc1ccc(S(=O)(=O)N2CCCC2)cc1,12,-0.1,103,98,0.8,4,0,22,5,-4
COc1cccc2c(=O)n(CC(=O)N3CCC(C)CC3)ccc12,-8,-0.2,100,97,0.8,9,4,18,-14,-5
c1ccc(Oc2cccc(CN3CCCCC3)c2)cc1,13,-0.2,95,101,0.9,3,-1,10,-9,42
COc1cccc(NC(=O)N2CCN(c3cccc(C)c3C)CC2)c1,-6,-0.1,92,108,0.8,13,-9,18,-1,-18
O=C1N/C(=N\N=C\c2cccnc2)SC1Cc1ccc(SC(F)F)cc1 (centres undefined),4,-0.3,101,108,1.2,5,-9,-24,0,26
O=c1[nH][nH]c(-c2ccccc2)c1C=Nc1cccc(Cl)c1,6,-0.1,100,102,0.8,11,-2,16,2,7
COCCNC(=O)NC(=O)COC(=O)c1ccc2[nH]c3c(c2c1)CCCC3,1,0.1,88,73,0.9,15,29,8,-2,-13
O=C(CSc1nnc(SCc2cccc3ccccc23)s1)Nc1ccc(C(=O)O)cc1,-1,-0.1,101,123,0.8,8,-25,24,0,6
C=C(C)CSc1nnc2n(Cc3ccccc3)c(=O)c3c4c(sc3n12)CCC4,3,0.3,100,100,1,1,0,-1,-11,-19
COc1ccc(NC(=O)CSc2nnc(CN3CCOCC3)n2-c2ccccc2)cc1Cl,-20,-0.1,98,100,0.8,6,0,21,17,0
CC(NS(=O)(=O)c1ccc(F)cc1)C(c1cccs1)N1CCN(C)CC1 (centres undefined),5,-0.3,104,103,1,-4,-4,2,-10,10
COc1ccc(N2CC(NC(=O)N3CCc4ccccc43)CC2=O)cc1OC (centres undefined),10,-0.2,114,94,0.9,-8,6,9,8,12
COc1ccc(-c2cc(C(F)(F)F)n3nc(C(=O)N4CCCC4)cc3n2)cc1,13,-0.3,103,98,1,3,3,-2,-5,-2
CCC(C)Sc1nc2c([nH]c3ccccc32)c(=O)n1C (centres undefined),0,-0.3,166*,89,0.8,-75,12,17,5,-4
Cc1ccc(NC(=S)N/N=C2\CC(C)(C)Oc3ccc(O)cc32)cc1,0,-0.3,89,105,0.9,15,-5,14,-1,18
CCc1nnc(NC(=O)CSc2nc3cc4c(cc3cc2C)OCCO4)s1,3,-0.2,96,102,1,15,-2,3,-3,-4
COc1ccc(N=C2SC(CC(=O)Nc3ccccc3F)C(=O)N2Cc2ccco2)cc1 (centres undefined),1,-0.5,100,101,0.8,3,-1,19,-13,-5
CCOc1cc(/C=N/N=C2/NC(=O)C(CC(=O)O)S2)ccc1OCc1ccc(Cl)cc1Cl (centres undefined),12,-0.3,110,97,0.9,-5,2,5,-17,6
Cc1ccc(-c2ccc(SCC(=O)Nc3cc(C)on3)nn2)cc1,-7,0.0,96,101,1,12,-2,3,5,3
CCOC(=O)c1cnc(Nc2ccc(OCC)cc2)nc1C,-2,0.4,92,111,0.9,14,-10,7,-8,2
Cc1ncccc1C(=O)N1CCCC(CNC(=O)C2(c3ccc(Cl)cc3)CC2)C1 (centres undefined),6,0.0,101,103,0.9,1,-5,5,10,-12
Cc1ccc(NC(=O)CSCc2nc3c(nnn3Cc3ccc(F)cc3)c(=O)[nH]2)c(C)c1,12,-0.2,102,103,0.9,-2,-5,14,-16,-16
CCOC(=O)c1ccc(N2C(=O)CC(N3CCC(C(=O)OCC)CC3)C2=O)cc1 (centres undefined),4,-0.4,106,94,0.9,2,6,10,0,2
COC(=O)c1sc(NC(=O)C2CCCCC2C(=O)O)c(C(=O)OC)c1C (centres undefined),-3,-0.3,95,104,0.9,12,-5,8,-3,-22
CC(/C=N/NC(=O)c1cc(C(C)(C)C)[nH]n1)=C\c1ccccc1,-27,-0.1,101,103,1,8,-1,0,-4,-9
COC(=O)CN1C(=S)N(c2ccc(Cl)cc2)C(=O)C1CC(=O)Nc1ccc(Cl)cc1 (centres undefined),-3,-0.5,109,99,0.8,-2,1,24,1,5

# Arranged by value in Hsp70 activator (descending): 3 of the compounds above.
canonical_smiles	Hsp70 activator
CCOC(=O)c1cnc(Nc2ccc(OCC)cc2)nc1C	0.4
COc1cccc2c(=O)n(CC(=O)N3CCC(C)CC3)ccc12	-0.2
COC(=O)CN1C(=S)N(c2ccc(Cl)cc2)C(=O)C1CC(=O)Nc1ccc(Cl)cc1 (centres undefined)	-0.5
